# Bioassay records: PubChem, several laboratories
# VHR inh abs: DUSP3 (human) phosphatase inhibition; AID 1654; 290,000 tested, 0.52% active; inhibition, % at 13.3 µM; P51452; recombinant VHR phosphatase, pNPP absorbance; in the data active = inhibition above about 50%; also: some compounds called inactive have numbers as strong as hits
# Yp Topo-I inh: Y. pestis Topo-I inhibition via cleavage products; Y. pestis Topo-I cleavage product accumulation, plate reader; activity, % at 10 µM; 360,000 tested, 0.064% active; in the data active = activity above about 50%, passing the limit was not always enough; inconclusive = no clear call, values can overlap the other calls; also: inactives centre near 2
# Rv3671c inh: inhibits the M. tuberculosis serine protease Rv3671c. inhibition, % at 5.96 µM. 320,000 tested, 0.048% active. AID 2606; in the data active = inhibition above about 38%;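 also: extracellular domain of Rv3671c used as enzyme; 0% = enzyme with DMSO and 100% = no enzyme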
# PfHsp40 rescue: compounds rescuing yeast from Plasmodium falciparum HSP40 toxicity. S. cerevisiae expressing PfHsp40, growth rescue, ATP luminescence. growth rescue, % at 12.5 µM. 340,000 tested, 0.68% active. AID 504582; in the data active = growth rescue above about 28%, passing the limit was not always enough; inconclusive = no clear call, values can overlap the other calls;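 also: yeast W303a lacking pdr1 and pdr3 grown in galactose medium; growth measured after three days at 30 °C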
# SSB-PriA inh: blocks PriA binding to SSB C-terminal tail; AID 1272365; AlphaScreen SSBct-PriA binding, biotinylated peptide; inhibition, % at 33 µM; 430,000 tested, 0.6% active; in the data active = inhibition mostly above about 37%, no sharp cut-off; inactive = mostly below about 20%;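 also: plate controls were negative control peptide for no effect and reference peptide for full effect; strong numbers were not always called active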
# Anthrax LF inh2: blocks Bacillus anthracis lethal factor protease; multiplex microsphere protease cleavage assay, LF; inhibition, % at 10 µM; 360,000 tested, 0.12% active; AID 588501; in the data active = inhibition above about 30%; inconclusive = no clear call, values can overlap the other calls; also: plate controls were buffer without enzyme for full effect and enzyme alone for no effect
# 3CLpro inhibitor: SARS-CoV 3CLpro protease inhibition; 290,000 tested, 0.14% active; recombinant SARS-CoV 3CLpro, quenched FRET peptide cleavage; inhibition, % at 6 µM; P0C6X7; in the data active = inhibition above about 12%
# BH1578 lux ind: induces V. cholerae light production without autoinducers; 350,000 tested, 0.16% active; activation, % at 18.7 µM; V. cholerae BH1578 lux reporter, luminescence, 6 h; in the data active = activation mostly above about 9.7%, no sharp cut-off; inconclusive = no clear call, values can overlap the other calls; inactive = mostly below about 3.7%; also: not every result past the cut was called active; inactives centre near 0; reference of the scale not given here
# MazF activator: increases E. coli MazEF RNase cleavage of RNA. P0AE70. FAM/BHQ RNA-DNA oligo cleavage fluorescence, 5 h. activation, % at 20 µM. 350,000 tested, 0.32% active. AID 504720; in the data active = activation above about 50%
# TcdB inh: TcdB glycohydrolase inhibition | 350,000 tested, 0.24% active | AID 652162 | TcdB glycohydrolase enzymatic assay, plate reader | inhibition, % at 9.99 µM | P18177; in the data active = inhibition above about 10%
# * marks the source's active call; other numbers are inactive results; i = inactive; u = inconclusive; x = no result given; & = joins results of further samples.
SMILES,VHR inh abs,Yp Topo-I inh,Rv3671c inh,PfHsp40 rescue,SSB-PriA inh,Anthrax LF inh2,3CLpro inhibitor,BH1578 lux ind,MazF activator,TcdB inh
O=C(O)C1C2C=CC3(CN(C4CCCC4)C(=O)C13)O2 (stereo unspecified),15,-2,-1,-1.4,-2,-6,-1,-0.2,-12,0.1
CCc1nnc(NC(=O)c2cc(S(=O)(=O)N3CCN(c4ccccc4)CC3)ccc2Cl)s1,15,1,-3,-0.2,-15,1,-1,-1.2,-1,-1.5
COc1ccc(C2CC(c3ccc(OC)c(OC)c3)=NN2C(=O)c2ccccc2)cc1 (stereo unspecified),-11,3,-2,x,-10,5,0,-0.5,3,1.8
COc1ccc2[nH]c(C)c(CCNCc3cc(OC)c4c(c3)OCO4)c2c1,x,-15,1,-0.7,23,-10,x,-1.3,4,-0.9
O=C1/C(=C/c2cccc(F)c2)Oc2cc(O)ccc21,6,3,-12,0.4,-16,-4,1,-0.3,-128,1.5
CCOC(=O)NC(=O)c1cn(Nc2ncc(Cl)cc2C(F)(F)F)c(=O)[nH]c1=O,10,0,12,-0.7,-10,1,0,-0.9,7,0.4
CC1(CCc2ccccc2)NC(=O)N(CC(=O)Nc2ccccc2C#N)C1=O (stereo unspecified),x,0,-7,0.0,-6,3,x,-5.2,1,1.0
Cc1ccc(OCC(=O)NCCCNC(=O)c2ccncc2)cc1,-41,5,5,-0.1,-8,-5,4,-10,7,-0.7
CCC(Cc1ccccc1)NC(=O)CN(C)S(=O)(=O)c1ccc2c(c1)c(=O)n(C)c(=O)n2C (stereo unspecified),0,3,4,1.7,-21,-8,-4,-0.3,5,0.3
O=C(CSc1cccc[n+]1[O-])c1cccs1,11,-1,-2,0.8,-8,-4,-1,0.1,13,-0.3
O=S(=O)(c1ccc(F)cc1)N1CCCC1,8,3,-3,37*,-16,x,-5,-0.4,10,0.2
Cc1nn(-c2ccccc2)c(Cl)c1C(=O)NCc1ccccc1F,-16,8,0,3.4,-8,1,0,-0.3,11,2.0
Cc1c(C(=O)NCc2ccc3c(c2)OCO3)oc2ccc(S(=O)(=O)N3CCCC3)cc12,-4,12,-6,3.2,12,-10,-3,-0.3,1,x
O=C(Nc1ccc([N+](=O)[O-])cc1)c1cc(Cl)sc1Cl,6,-1,3,-0.1,4&-6,0,-1,-1.0,5,0.2
COC(=O)c1ccc(OCC(O)CN(CCO)CCO)cc1 (stereo unspecified),25,-7,1,0.9,-10,-9,-4,-0.3,5,x
Cc1nc2c(c(C)nn2-c2ccccc2)c(C)c1Cl,-23,6,1,-0.3,-11,0,-6,-0.1,-5,-1.0
Cc1noc(C)c1CSc1ccccc1C(=O)N(C)CC(=O)Nc1cccc(F)c1,x,1,-10,0.2,0,-2,x,-5.0,0,0.5
O=[N+]([O-])c1ccc(N2CCCC2)cc1N1CCCC1,21,-8,-11,-0.2,47*,-4,-6,5.9,-2,x
CC(C)C/C=C1\CCc2c([nH]c3ccccc23)C1=O,4,-5,2,-1.3,0,0,-1,i,-2,0.6
Cc1cc(C)nc(N2CCC(C(=O)Nc3ccc(Oc4ccccc4)cc3)CC2)n1,5,8,3,0.2,4,2,1,-0.6,-9,x
CCCCOc1ccccc1NC(=O)c1ccc(=O)[nH]c1,-1,3,1,3.4,-15,-2,1,-3.1,1,x
FC(F)(F)c1cccc(-c2ccn3ncnc3n2)c1,22,2,19,-0.8,-6,0,-2,1.6,2,0.7
O=C(Nc1cccc(Cl)c1)C1CCCN(c2cnccn2)C1 (stereo unspecified),-9,2,5,0.1,-4,-2,2,i,11,1.8
CCCNc1nc2c(c(=O)n(C)c(=O)n2C)n1Cc1ccc(F)cc1,-20,-7,0,-0.3,5,0,3,-0.3,9,0.0
COCCOC(=O)C1=C(C)Nc2cc(=O)[nH]c(=O)n2C1c1cccc([N+](=O)[O-])c1 (stereo unspecified),-5,1,0,0.0,9,-2,3,-0.6,-4,x
CCO[C@H]1OC(C(=O)N2CCN(Cc3ccc4c(c3)OCO4)CC2)=C[C@@H](C(C)(C)C)[C@@H]1CCCO,30,26,-5,1.3,-20,0,2,-0.6,-2,0.6
COc1ccc(S(=O)(=O)N2CCN(CCc3ccccc3)CC2)c(OC)c1,21,4,4,-2.9,6,4,-2,-1.5,0,0.6
S=c1nccc(-c2cc(Cl)sc2Cl)[nH]1,19,2,0,0.5,-7,6,-4,-0.2,-1,x
Cc1occc1C(=O)N/N=C/c1cccc2ccccc12,17,-11,-12,-1.1,x,-1,-2,i,6,0.5
O=C(/C=C/c1ccccc1)N1CCN(S(=O)(=O)c2ccc(F)cc2)CC1,38,9,1,0.7,-3,-2,4,i,-5,1.0
Cc1noc2ncnc(Oc3ccc4ccccc4c3)c12,6,0,1,1.9,-1,-4,1,-5.3,3,x
O=C(NC12CC3CC(CC(C3)C1)C2)c1ccc(Br)o1,24,15,3,4.4,0,19,-1,i,1,3.5
CCOC(=O)c1cnn(CCOC(=O)c2ccc(F)cc2)c1NC(=O)c1ccc(F)cc1,-5,-5,2,-0.3,3,-4,-1,i,6,0.5
Cc1cccc(N2CCN(S(=O)(=O)c3cccc4nonc34)CC2)c1C,17,26,2,0.9,39*,0,5,-0.2,-1,x
COc1cc(C)c(C(=O)CC(=O)c2c(C)cc(OC)cc2C)c(C)c1,x,-8,12,x,-12,-1,x,i,13,1.7
COC(=O)CNC(=O)C1CCCN1C(=O)CNC(=O)OC(C)(C)C (stereo unspecified),-6,3,-2,-0.2,-7,-2,2,0.8,-1,x
N#Cc1ccccc1NC(=O)COc1ccc2c(c1)OCO2,-3,2,0,0.1,-4,-1,-3,i,-6,1.3
CC(C)NC(=O)C1CCCN(S(=O)(=O)c2cccs2)C1 (stereo unspecified),-25,-1,1,-0.9,-5,-4,0,i,8,x
CCOc1ccc(C(=O)c2cnc3ccccc3c2N2CCN(CC)CC2)cc1,31,17,-4,-1.7,3,0,-4,-0.4,14,-5.2
CSc1nc2ccccc2c(=O)n1C1CCCCC1,-8,8,0,1.0,-47,-6,-5,-0.8,-4,-1.0
Cc1ccsc1-c1nc(CSCC(=O)NCCN2CCCC2)c(C)o1,7,17,4,36*,13,u,-1,-0.3,-2,x
COc1ccc(N2CCN(C(c3ccccc3OC)c3nnnn3Cc3ccco3)CC2)cc1 (stereo unspecified),10,22,1,2.2,40,-8,1,x,1,x
O=C1CC(N2CCN(c3ccc(O)cc3)CC2)C(=O)N1Cc1cccs1 (stereo unspecified),-10,0,-3,1.3,-3,0,-2,-0.4,-1,x
CCOc1ccc(CN2CCN(C(=O)c3cccc4ccccc34)CC2)cc1,2,28,-7,-2.1,9,-15,-2,-0.1,4,1.2
CCn1cc(C(=O)O)c(=O)c2ccc(C)nc21,-7&6,3,-3,12,-3,-7,-7,i,2,0.8
NC(=O)c1ccc(NC(=O)CCN2C(=O)c3ccccc3C2=O)cc1,2,4,-2,-0.6,2,-13,-5,-0.3,8,1.5
COc1cccc(CN2CCN(C(c3ccccc3)c3ccccc3)CC2)c1O,21,-1,1,-0.2,30,6,2,-0.2,-4,-0.6
CCN1CCN(CCNC(=O)c2ccc(/C=C3/Sc4ccccc4N(Cc4cccc(C)c4)C3=O)cc2)CC1,7,-24,-27,0.7,34,-7,4,-0.6,-34,2.7

# An excerpt from above, reduced to Anthrax LF inh2:
SMILES,Anthrax LF inh2
NC(=O)c1ccc(NC(=O)CCN2C(=O)c3ccccc3C2=O)cc1,-13
COc1cccc(CN2CCN(C(c3ccccc3)c3ccccc3)CC2)c1O,6
CCN1CCN(CCNC(=O)c2ccc(/C=C3/Sc4ccccc4N(Cc4cccc(C)c4)C3=O)cc2)CC1,-7

# The list continues.
SMILES,VHR inh abs,Yp Topo-I inh,Rv3671c inh,PfHsp40 rescue,SSB-PriA inh,Anthrax LF inh2,3CLpro inhibitor,BH1578 lux ind,MazF activator,TcdB inh
COc1ccc(CNC(=O)CCS(=O)(=O)c2ccc3c(c2)CC(C)N3C(=O)C2CC2)cc1 (stereo unspecified),6,10,4,1.2,0,0,0,-4.2,-7,0.7
OC[C@H]1O[C@@H]2O[C@H]3[C@H](O)[C@@H](O)[C@@H](O[C@H]4[C@H](O)[C@@H](O)[C@@H](O[C@H]5[C@H](O)[C@@H](O)[C@@H](O[C@H]6[C@H](O)[C@@H](O)[C@@H](O[C@H]7[C@H](O)[C@@H](O)[C@@H](O[C@H]1[C@H](O)[C@H]2O)O[C@@H]7CO)O[C@@H]6CO)O[C@@H]5CO)O[C@@H]4CO)O[C@@H]3CO,21,x,4,x,-7,x,-2,x,4,-2.3
CC(=O)Oc1ccc(C(c2ccc(OC(C)=O)cc2)c2ccccn2)cc1,9,0,2,0.5,-14,-9,-1,i,2,-0.1
COc1cc(F)ccc1-c1csc(C(C)(O)c2ccc(F)c(F)c2)n1 (stereo unspecified),x,3,x,x,x,2,x,i,x,-1.0
CCOC(=O)C1C(=O)C=C(c2cccc(NS(C)(=O)=O)c2)CC1c1ccco1 (stereo unspecified),4,-1,-10,1.7,-11,-7,1,-0.3,8,x
C[C@@H]1CCC[C@@]2(O[C@@H](CCO)C[C@@H](O)[C@@H]2O)O1,x,-8,-8,1.7,-11,0,x,i,11,0.5
Cc1[nH]c2ccccc2c1C(=O)CSc1nc2ncc(Cl)cc2[nH]1,26,0,-5,-0.9,-12,3,5,i,-13,1.0
C=CCn1c(COc2ccc(CC)cc2)nnc1SCC(=O)N(C)C1CCS(=O)(=O)C1 (stereo unspecified),4,5,-3,0.6,-8,-1,3,1.0,-8,x
CN(C)CCN1C(=O)C2C3C=CC(C3)C2C1=O (stereo unspecified),8,3,-1,0.3,7,0,-3,2.5,-4,0.8
Cc1nnc2ccc(-c3cccc(NS(=O)(=O)c4cc(F)ccc4F)c3)nn12,x,7,-4,-2.7,-1&-9,-4,x,i,5,0.4
COc1ccc(Oc2ncnc3c2oc2ccc(Br)cc23)cc1,8,4,-3,-1.5,-25,3,x,-0.4,2,x
Cc1cccc(NC(=O)c2n[nH]c([N+](=O)[O-])c2Br)c1C,28,-1,-9,0.4,4,-7,6,i,7,0.7
O=C(N/N=C/c1cc(Cl)cc([N+](=O)[O-])c1O)C(O)(c1ccccc1)c1ccccc1,-8,-28,17,11,x,-10,4,-0.6,7,0.9
O=S(=O)(c1ccc(F)cc1)N1CCC(N2CCCC2)CC1,7,-1,-3,0.8,6,-4,1,-0.6,9,x
COC(=O)C1(C)CCC(C(=O)Nc2ccccc2)C1(C)C (stereo unspecified),x,-4,-3,0.3,-7,x,x,-1.3,-3,1.3
Cc1c(-c2ccccc2)[nH]n2c(=O)c3c(nc12)CCCC3,-2,-1,-11,0.9,-3,-2,-2,-0.3,7,-0.2
COc1ccc(CNC(=O)CNS(=O)(=O)c2ccc(Cl)cc2)cc1,2,1,8,-0.5,3,1,0,0.5,-5,0.1
Cc1ccc(C(=O)Cn2c(C(=O)OCCO)cc3ccccc32)cc1,22,2,x,-0.6,-11,-8,0,0.7,4,-3.8
Cn1cccc1Cc1nnc(SCC(N)=O)n1-c1ccc(F)cc1,21,8,7,0.2,-7,-14,-1,i,0,0.5
CC1CCN(S(=O)(=O)c2ccc(NC(=O)Cn3nnc(-c4ccccc4)n3)cc2)CC1,32,2,-115,-0.5,-4,-10,7,i,2,x
Cc1ccc(NC(=O)c2cccs2)cc1NC(=O)c1cccc(F)c1,23,6,-12,-0.1,-9,-4,1,2.3,4,1.0

# Given with each value named: part of the list above
> O=C(Nc1cccc(Cl)c1)C1CCCN(c2cnccn2)C1 (stereo unspecified)
- VHR inh abs: -9
- Yp Topo-I inh: 2
- Rv3671c inh: 5
- PfHsp40 rescue: 0.1
- SSB-PriA inh: -4
- Anthrax LF inh2: -2
- 3CLpro inhibitor: 2
- BH1578 lux ind: i
- MazF activator: 11
- TcdB inh: 1.8

> CCCNc1nc2c(c(=O)n(C)c(=O)n2C)n1Cc1ccc(F)cc1
- VHR inh abs: -20
- Yp Topo-I inh: -7
- Rv3671c inh: 0
- PfHsp40 rescue: -0.3
- SSB-PriA inh: 5
- Anthrax LF inh2: 0
- 3CLpro inhibitor: 3
- BH1578 lux ind: -0.3
- MazF activator: 9
- TcdB inh: 0.0

# An excerpt, so the mix of outcomes need not match the whole.
